# From PubChem
# UTI89 phage lysis: inhibition of K1F phage lysis, E. coli UTI89, bacterial capsule biogenesis inhibitors, alamar blue (AID 488966). E. coli UTI89 K1F phage lysis, alamar blue, 2 h; higher % means a stronger effect. inhibition, % at 100 µM; hits with a dose series show IC50 in µM. 340,000 tested, 0.02% active;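 active = phage lysis inhibition, versus mean bacterial control, above a set limit; inconclusive = no clear call, values can overlap the other calls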;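 also: capsule biogenesis inhibitors block K1F phage lysis so surviving cells raise fluorescence; higher fluorescence means more inhibition of phage lysis; actives were called in the ten point dose series up to 300 µM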
# GPR55 antagonists: inhibition of LPI-stimulated GPR55 beta-arrestin translocation – imaging, U2OS, beta-arrestin-GFP, LPI agonist, primary screen (AID 2013) | U2OS GPR55 beta-arrestin-GFP translocation imaging, LPI antagonism; higher % means a stronger effect | 290,000 tested, 0.13% active | inhibition, % at 10 µM, or IC50 in µM where a hit was titrated;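 active = spots per cell inhibited over 60%, with over 100 cells counted and total cytoplasm intensity under 500,000; inconclusive = wells with under 100 cells, flagged as likely toxic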;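 also: U2OS cells stably carrying GPR55 and arrestin-GFP stimulated by 5 µM LPI near EC80; imaged beta-arrestin-GFP aggregate spots per cell after agonist stimulation; plate controls were LPI-stimulated DMSO wells for no effect and DMSO wells without LPI for full effect; some results filed as inactive read as strong as hits; confirmed hits need IC50 under 10 µM and bright autofluorescent wells are also inconclusive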
# SV40 large T antigen: TAg ATPase/helicase activity blockers – biochemical (AID 1903); SV40 large T antigen ATPase/helicase inhibition assay; higher % means a stronger effect; inhibition, % at 20 µM, or IC50 in µM where a hit was titrated; 310,000 tested, 0.39% active; in the data active = a potency from the dose series; inconclusive = inhibition mostly from about 32% at the one dose, without a potency; inactive = the rest, 99 in 100 with inhibition below about 32%; also: strong numbers were not always called active
# HIV fusion peptide: cell-free HIV fusion peptide-binding blockers – biochemical, uHTS, fluorescence dequenching, primary screen (AID 1986); cell-free peptide binding, fluorescence dequenching, 30 min; higher % means a stronger effect; inhibition, % at 20 µM, or IC50 in µM where a hit was titrated; 290,000 tested, 0.3% active; in the data active = inhibition mostly above about 52%, no sharp cut-off; inactive = mostly below about 76%; also: some results filed as inactive read as strong as hits
# GPR35 arrestin U2OS: inhibition of zaprinast-stimulated GPR35 beta-arrestin translocation – imaging, U2OS, beta-arrestin-GFP, zaprinast agonist, primary screen (AID 2058) | U2OS GPR35 beta-arrestin-GFP translocation imaging, zaprinast antagonism; higher % means a stronger effect | inhibition, % at 10 µM; hits with a dose series show IC50 in µM | 290,000 tested, 0.052% active;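 active = inhibition of at least 50% with at least 30 cells and total cytoplasm GFP at most 10,000,000; inconclusive = under 30 cells or total GFP of 10,000,000 plus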
# RSV CPE inhibition: inhibition of RSV-induced cytopathic effect – HEp-2 cells, primary 10 µM value included (AID 2391); HEp-2 cells, RSV-induced CPE inhibition; higher % means a stronger effect; CPE inhibition, % at 10 µM; hits with a dose series show IC50 in µM; 310,000 tested, 0.13% active; in the data active = a potency from the dose series; inconclusive = CPE inhibition mostly from about 23% at the one dose, without a potency; inactive = the rest, 99 in 100 with CPE inhibition below about 21%; also: strong numbers were not always called active
# Salmonella PhoP GFP: PhoP-dependent GFP reporter repression – Salmonella Typhimurium, primary screen (AID 1863); S. Typhimurium PhoP-regulated promoter GFP reporter, 4 h; higher % means a stronger effect; inhibition, % at 50 µM; hits with a dose series show IC50 in µM; 300,000 tested, 0.16% active;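 active = inhibition over 29.93%, a cutoff 3 SD above the screen mean, later confirmed by dose response; inconclusive = inhibition over 29.93% but no dose response follow-up; inactive = inhibition at most 29.93% or unconfirmed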;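 also: 0% = low Mg2+ inducing control and 100% = high Mg2+ repressing control; strong numbers were not always called active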
# Dengue-2 NS5 capping: Dengue-2 NS5 methyltransferase inhibitors, primary screen, biochemical, confirmation dose response (AID 588689); Dengue-2 NS5 methyltransferase capping enzyme assay, biochemical; higher % means a stronger effect; inhibition, % at 25 µM; hits with a dose series show IC50 in µM; 340,000 tested, 0.3% active; in the data active = a potency from the dose series; inconclusive = inhibition above about 29% without an active follow-up result
# Rac1 GTP hydrolysis: MgcRacGAP GTPase-activating activity inhibitors, confirmation, biochemical, ADP Hunter fluorescence. AID 624330. inhibition, % at 30 µM, or IC50 in µM where a hit was titrated. 340,000 tested, 0.6% active. MgcRacGAP-stimulated Rac1 GTP hydrolysis, ADP Hunter fluorescence; higher % means a stronger effect; GST-tagged Rac1 F28L mutant substrate;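 active = first-screen hits whose inhibition reached a set limit at any dose in the follow-up dose series; inconclusive = inhibition above the set first-screen limit but never retested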;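 also: fluorescence reports GDP produced by GAP-driven GTP hydrolysis; strong numbers were not always called active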
# Dengue-2 NS5 capping pilot replicate: second read-out of Dengue-2 NS5 capping, no call of its own (marks repeat the call); inhibition, %; measured here: pilot screen replicate inhibition
# * = called active by the depositor; ? = inconclusive; . = no result given; [ ] = another dose, or the depositor's remark.
SMILES,UTI89 phage lysis,GPR55 antagonists,SV40 large T antigen,HIV fusion peptide,GPR35 arrestin U2OS,RSV CPE inhibition,Salmonella PhoP GFP,Dengue-2 NS5 capping,Rac1 GTP hydrolysis,others
COc1ccc(COC(=O)C2=C(C)NC(=O)NC2c2ccccc2F)cc1 (configuration not stated),-1.4%,14%,9%,0.6%,-4%,1.4%,-9%,8%,12%,
CCC(=NC(CC)CO)C1=C(O)CC(C)(C)CC1=O (configuration not stated),1.4%,1%,-1%,7.0%,-5%,1.1%,-5%,-7%,3%,
CC(O)c1c(-c2ccccc2)nn(C)c1Cl (configuration not stated),-0.8%,5%,4%,0.6%,11%,2.0%,2%,1%,4%,
O=C(NCc1cccnc1)c1ccc2c(=O)n(CCCN3CCCC3=O)c(=S)[nH]c2c1,-0.1%,-2%,5%,1.6%,4%,2.3%,-4%,-10%,3%,
CC(=O)Nc1ccc(-c2cc(-c3ccccc3)nc(-c3ccccc3)n2)cc1,-9.8%,1%,10%,-3.5%,5%,1.4%,-7%,-6%,12%,
Nc1nc(-c2cccnc2)nn1C(=O)c1ccc(F)cc1,0.3%,6%,13%,0.0%,-12%,.,-6%,-15%,3%,
CCC1CCCCN1Cc1ccc(CNC(=O)CCc2nnc3ccc(N4CCCCC4)nn23)o1 (configuration not stated),0.4%,5%,12%,-0.5%,-21%,-1.4%,-5%,1%,11%,
c1ccc2c(c1)ncn2Cc1nnc2sc(-c3ccncc3)nn12,0.0%,-4%,4%,0.2%,-4%,-0.8%,2%,-8%,7%,
Cc1cc(C)nc(NS(=O)(=O)c2ccc(N3C(=O)c4ccccc4C3=O)cc2)n1,-0.1%,15%,8%,0.9%,1%,0.6%,7%,-2%,6%,
COCCn1c(=NC(=O)c2cc(Cl)sc2Cl)sc2cc(S(N)(=O)=O)ccc21,1.6%[50 µM],12%,17%,1.4%,-3%,2.5%,-7%,1%,-1%,
COc1ccc(C2=NNC(=O)CC2)cc1,0.1%,-3%,11%,2.0%,21%,-1.6%,-1%,5%,-2%,
O=C(O)CC/C(=C\c1ccc2c(c1)OCO2)c1nc2ccccc2s1,-0.4%,5%,14%,1.8%,-6%,6.2%,-2%,10%,10%,
O=C(O)C1CC(=O)N(c2ccc(OCc3ccccc3Cl)cc2)C1 (configuration not stated),3.5%,10%,5%,2.1%,-4%,2.3%,-19%,-4%,3%,
CC(=O)c1nc(N2C(=O)CC(Cc3ccccc3)C2=O)sc1C (configuration not stated),-0.7%,-1%,22%,0.0%,6%,1.1%,-8%,1%,7%,
CC(=O)c1cccc(NC(=S)NCCc2ccc(F)cc2)c1,1.3%,0%,9%,-0.8%,-3%,22%,-11%,-8%,9%,
Cc1ccc(S(=O)(=O)N(C)CCCC(=O)NC(C)(C)C)cc1,1.6%,2%,7%,-1.1%,-3%,0.5%,-6%,-3%,1%,
Cc1ccc(S(=O)(=O)N(CC(=O)N2CCOCC2)C2CCCCC2)cc1,0.5%,-8%,-4%,-1.0%,-14%,1.8%,5%,1%,2%,
Cc1cc(=O)oc2cc(OCC(=O)OCC(=O)NCCc3ccccc3)ccc12,-0.8%,-7%,8%,-2.3%,-13%,0.5%,0%,-2%,7%,
O=C(Cc1c(F)cccc1Cl)N1CCOCC1,0.1%,13%,0%,0.6%,1%,-0.3%,-4%,-2%,6%,
CC(=O)c1ccc(N=Nc2c(C)[nH]n(-c3ccccc3)c2=O)cc1,2.8%,-14%,12%,-1.1%,20%,12%,-2%,.,8%,

# The last 6 compounds of the part above open the next one:
SMILES,UTI89 phage lysis,GPR55 antagonists,SV40 large T antigen,HIV fusion peptide,GPR35 arrestin U2OS,RSV CPE inhibition,Salmonella PhoP GFP,Dengue-2 NS5 capping,Rac1 GTP hydrolysis,others
CC(=O)c1cccc(NC(=S)NCCc2ccc(F)cc2)c1,1.3%,0%,9%,-0.8%,-3%,22%,-11%,-8%,9%,
Cc1ccc(S(=O)(=O)N(C)CCCC(=O)NC(C)(C)C)cc1,1.6%,2%,7%,-1.1%,-3%,0.5%,-6%,-3%,1%,
Cc1ccc(S(=O)(=O)N(CC(=O)N2CCOCC2)C2CCCCC2)cc1,0.5%,-8%,-4%,-1.0%,-14%,1.8%,5%,1%,2%,
Cc1cc(=O)oc2cc(OCC(=O)OCC(=O)NCCc3ccccc3)ccc12,-0.8%,-7%,8%,-2.3%,-13%,0.5%,0%,-2%,7%,
O=C(Cc1c(F)cccc1Cl)N1CCOCC1,0.1%,13%,0%,0.6%,1%,-0.3%,-4%,-2%,6%,
CC(=O)c1ccc(N=Nc2c(C)[nH]n(-c3ccccc3)c2=O)cc1,2.8%,-14%,12%,-1.1%,20%,12%,-2%,.,8%,
O=C(O)c1cccc(CSc2nnc(COc3ccccc3)o2)c1,0.3%,5%,.,-0.4%,20%,2.8%,6%,.,4%,
COc1cc2c(cc1OC)C(C)N(C(=O)c1cc3c(s1)-c1c(C)cccc1OC3)CC2 (configuration not stated),2.7%,-2%,-1%,2.1%,-16%,13%,-10%,-9%,3%,
O=C(NCCCN1CCOCC1)c1cccc(S(=O)(=O)Nc2ccc(F)cc2)c1,0.9%[50 µM],.,.,.,.,0.0%,.,-5%,5%,
COc1ccccc1NC(=O)CSc1ccc2nnc(-c3ccncc3)n2n1,-2.0%,-6%,6%,4.4%,-6%,3.9%,10%,-5%,10%,
C/C(=N/NC(=O)c1sc(NS(=O)(=O)c2ccccc2)nc1C)c1sc(N)nc1C,0.2%,4%,22%,1.8%,0%,-0.9%,10%,-5%,6%,
COc1ccc(C2c3c(-c4cc(Cl)c(C)cc4O)n[nH]c3C(=O)N2Cc2cccnc2)cc1OC (configuration not stated),-0.2%,1%,-1%,-0.3%,14%,10%,1%,1%,2%,
Cc1ccc(C(c2nnnn2CCc2ccccc2)N2CCC(C)CC2)cc1 (configuration not stated),-0.2%,18%,21%,-4.1%,7%,6.8%,7%,-2%,4%,
COc1cccc(NC(=O)CSCc2cc(=O)n3nc(C4CC4)sc3n2)c1,0.0%,11%,1%,-1.9%,6%,.,3%,4%,12%,
CCOC(=O)c1c(C)nc2c(c1-c1cc(OC)ccc1OC)C(=O)c1ccccc1-2,0.6%,-2%,6%,-1.2%,4%,0.9%,-4%,0%,3%,Dengue-2 NS5 capping pilot replicate=3.6
CCN(CC)S(=O)(=O)c1cccc(C(=O)N[C@@H](C)c2nc3ccccc3[nH]2)c1,.,11%,-16%,-0.7%,7%,0.8%,2%,.,.,
CCc1ccc(CNC(=O)C2CCCN(c3nc4ccccc4o3)C2)cc1 (configuration not stated),5.3%,6%,3%,0.6%,-15%,3.5%,-15%,-4%,-4%,
COc1ccccc1OCCC(=O)OCC(=O)Nc1ccc(Br)cc1,1.7%[50 µM],14%,5%,2.2%,2%,1.6%,-8%,-1%,8%,
CC1=NN(C(N)=S)C(=O)C1N=Nc1c(Br)cc(Br)cc1Br (configuration not stated),0.3%,8%,20%,64%,-6%,9.7%,-5%,43µM*,10%,
COc1cc(/C=N/NC(=O)c2nc(-c3ccccc3)n(-c3ccccc3)n2)ccc1O,6.5%,5%,?,0.7%,-3%,5.3%,-8%,-7%,39µM*,
CC1CCCCC1NC(=O)C1CCN(S(=O)(=O)c2cccc3nonc23)CC1 (configuration not stated),0.3%,-2%,6%,2.0%,6%,2.2%,0%,-6%,3%,
CCOC(=O)C1=C(N)Oc2c(oc(CO)cc2=O)C1c1ccc(F)c(F)c1 (configuration not stated),0.5%,18%,.,-1.8%,-3%,0.1%,.,-5%,1%,
COc1ccc(CN(C)CCc2ccccn2)cc1OC,-0.4%,5%,7%,4.6%,-4%,0.8%,4%,10%,75µM*,
Cc1ccc(C(C(=O)NC2CCCC2)N(C(=O)CNC(=O)c2ccco2)c2ccccc2)o1 (configuration not stated),0.3%,8%,0%,-1.7%,-4%,0.6%,6%,1%,6%,
COc1ccc(C2=NN(C(=O)c3cccs3)C(c3ccc(OC)cc3)C2)cc1 (configuration not stated),4.9%,20%,9%,-0.4%,-2%,4.8%,-1%,-7%,1%,
CCOC(=O)c1cnc(SC)nc1Oc1cccc(NS(=O)(=O)c2ccc(C)cc2)c1,0.2%,0%,3%,2.8%,7%,14%,9%,-7%,5%,
COc1cc(C(=O)Nc2nc3ccc(C)cc3s2)ccc1OCc1c(C)noc1C,0.9%,-18%,8%,-3.9%,0%,3.8%,3%,3%,4%,
O=C(N/N=C\C=C\c1ccco1)C1COc2ccccc2O1 (configuration not stated),10%,5%,?,26%,-6%,-1.4%,-3%,-7%,15%,
Cc1cc(N2CCN(c3ccccn3)CC2)n2cc(-c3ccccc3)nc2n1,1.3%,-1%,8%,-0.8%,-6%,0.7%,3%,-1%,15%,
COc1ccccc1CN1CC(C(=O)NCc2cccc(Cl)c2)CCC1=O (configuration not stated),-0.1%,11%,.,1.9%,20%,1.3%,3%,-5%,-10%,
Cc1ccc(N2C(=O)c3ccc(C(=O)O)cc3C2=O)c(C)c1,0.4%,-2%,12%,-0.3%,9%,0.9%,9%,-3%,1%,
O=C(O)C1CC(c2ccccc2)=Nc2ccccc2S1 (configuration not stated),-0.2%,47%,19%,-2.5%,4%,-0.5%,4%,7%,7%,

# Some of these compounds in order of molar mass, smallest number first.
SMILES,UTI89 phage lysis,GPR55 antagonists,SV40 large T antigen,HIV fusion peptide,GPR35 arrestin U2OS,RSV CPE inhibition,Salmonella PhoP GFP,Dengue-2 NS5 capping,Rac1 GTP hydrolysis,others
O=C(O)C1CC(c2ccccc2)=Nc2ccccc2S1 (configuration not stated),-0.2%,47%,19%,-2.5%,4%,-0.5%,4%,7%,7%,
O=C(N/N=C\C=C\c1ccco1)C1COc2ccccc2O1 (configuration not stated),10%,5%,?,26%,-6%,-1.4%,-3%,-7%,15%,
COc1ccccc1CN1CC(C(=O)NCc2cccc(Cl)c2)CCC1=O (configuration not stated),-0.1%,11%,.,1.9%,20%,1.3%,3%,-5%,-10%,
